RAD54 inh: blocks human RAD54 Holliday junction branch migration | Q92698 | FAM/BHQ fluorescence | inhibition, % at 10.4 µM | 0.14% of 360,000 active | AID 602329;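 active = mean normalized replicate activity at least 40 and at least half of replicates scoring 40 or more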;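 note: 0% = median of neutral control wells and 100% = median of positive control wells; inhibitors cause a drop in the FAM fluorescence signal; in these data hits start at about 50%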
RAD52 anneal inh: inhibitors of human RAD52 DNA annealing. P43351. recombinant RAD52 DNA annealing, FRET fluorescence. inhibition, % at 18.7 µM. 0.46% of 360,000 active. AID 651710;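 active = every replicate showing at least 50% inhibition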
Target sequence (P43351 whole entry, looked up): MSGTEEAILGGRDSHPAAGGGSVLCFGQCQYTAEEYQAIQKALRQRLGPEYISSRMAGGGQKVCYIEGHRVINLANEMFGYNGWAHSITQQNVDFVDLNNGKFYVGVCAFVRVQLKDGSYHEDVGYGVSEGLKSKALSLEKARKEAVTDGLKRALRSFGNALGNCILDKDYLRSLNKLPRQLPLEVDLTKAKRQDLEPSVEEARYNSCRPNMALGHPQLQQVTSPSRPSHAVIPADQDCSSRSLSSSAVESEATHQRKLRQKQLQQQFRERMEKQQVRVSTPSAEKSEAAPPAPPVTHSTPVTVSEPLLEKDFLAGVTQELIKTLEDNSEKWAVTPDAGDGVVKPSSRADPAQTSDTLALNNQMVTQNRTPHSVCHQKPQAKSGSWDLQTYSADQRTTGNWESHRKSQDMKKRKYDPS
miR122 inh: inhibitors of miR-122 in Huh7 cells; AID 602342; activation (reporter increase), % at 12.5 µM; Huh7 miR-122 Renilla luciferase sensor, 48 h; neutral wells = 0, positive control = 100; 0.3% of 340,000 active;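 active = mean replicate activation score at least 90 and every replicate individually at or above 90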;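 note: higher luciferase means less miR-122 activity so hits act as miR-122 inhibitors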
ERAP1 HTS inh: blocks human ERAP1 aminopeptidase activity | 0.15% of 340,000 active | recombinant ERAP1, Leu-AMC fluorescence, 60 min | Q9NZ08 | AID 652197 | inhibition, % at 10.7 µM;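 active = mean replicate inhibition of at least 30%, or all replicates individually reaching that 30% level; inactive = mean below 30% and not every replicate reaching it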;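 note: 0% = neutral control wells and 100% = L-leucinethiol positive control wells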
Cneo AK release: causes C. neoformans cell lysis. 0.2% of 360,000 active. adenylate kinase release luminescence, 4 h; normalised: neutral wells 0, clomiphene wells 100. lysis activity, % at 15 µM;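 active = mean lysis activity across replicates of at least 80%, whatever share of replicates individually reach that level; inactive = mean lysis activity below 80%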
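Material – log-phase Cryptococcus neoformans yeast cells · Input – 5 × 10^6 yeast cells/mL · Medium – fresh YPD growth medium · Doses – single compound concentration per well · Timing – static 4 h at 37 °C with compound, 1 h detection · Detection – adenylate kinase release luminescence · Read-out – signal increase indicating cell lysis · Control set – Clomiphene as positive lysis control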
PglD DTNB: inhibitors of Campylobacter jejuni PglD acetyltransferase; inhibition, % at 12.5 µM; AID 602405; 0.098% of 360,000 active; purified PglD enzyme, DTNB colorimetric CoA detection; in the data active = inhibition above about 16%, passing the limit was not always enough; note: strong numbers were not always called active
PGC1a acetyl inh: PGC1a acetylation modulation, inhibitor mode; inhibition, % at 15.6 µM; 0.17% of 350,000 active; U2OS PGC1a acetylation, AlphaScreen anti-acetyl-lysine; with virally co-expressed GCN5 acetyltransferase; AID 651687;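 active = every replicate shows inhibition of at least 40%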;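 note: 0% = neutral control wells and 100% = positive control wells; some results beyond the cut were filed as inactive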
E-selectin induc: induces E-selectin expression in human endothelial cells. activation, % at 7.58 µM. HUVEC E-selectin immunofluorescence imaging; normalized: neutral wells 0, TNF-alpha wells 100. 0.37% of 260,000 active;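 active = mean E-selectin-positive cell signal at least 10% of the positive control, reached in at least 60% of replicates, without over 20% cell loss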;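 note: in these data hits start at about 27%; measured in HUVEC primary endothelial cells; signal is the percent of cells scored E-selectin positive by PE staining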
Target sequence (P16581 whole entry, looked up): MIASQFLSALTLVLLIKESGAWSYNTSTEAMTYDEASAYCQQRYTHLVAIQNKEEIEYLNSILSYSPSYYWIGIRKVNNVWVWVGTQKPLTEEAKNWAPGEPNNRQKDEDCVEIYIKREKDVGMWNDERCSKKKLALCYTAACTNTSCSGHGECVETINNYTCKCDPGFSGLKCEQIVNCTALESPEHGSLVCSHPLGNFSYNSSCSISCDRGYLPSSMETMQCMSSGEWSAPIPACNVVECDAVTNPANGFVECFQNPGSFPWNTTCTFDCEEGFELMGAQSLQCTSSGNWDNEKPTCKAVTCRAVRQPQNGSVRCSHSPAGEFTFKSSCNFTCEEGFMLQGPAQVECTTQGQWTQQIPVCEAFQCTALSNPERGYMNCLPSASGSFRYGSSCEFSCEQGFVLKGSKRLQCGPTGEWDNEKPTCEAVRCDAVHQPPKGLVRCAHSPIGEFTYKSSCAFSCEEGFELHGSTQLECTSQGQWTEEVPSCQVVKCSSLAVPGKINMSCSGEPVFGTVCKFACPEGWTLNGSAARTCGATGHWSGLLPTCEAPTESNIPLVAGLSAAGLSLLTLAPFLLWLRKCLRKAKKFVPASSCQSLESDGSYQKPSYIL
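Read-out: % PE-positive cells | Test system: HUVEC | Doses: One compound dose added by pin transfer | Buffer or medium: EGM-2 over gelatin coat | Signal: Immunofluorescence imaging | Benchmarks: TNF-alpha, DMSO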
Active calls of the source: *; / = no result given; & = joins results of further samples; [ ] = dose if it differs, or a comment.

Every second line gives: RAD54 inh, RAD52 anneal inh, miR122 inh, ERAP1 HTS inh, Cneo AK release, PglD DTNB, PGC1a acetyl inh, E-selectin induc
> Cn1c2c(c(=O)n(C)c1=O)CN(CC1CCCO1)CN2 (stereo not drawn)
 : 3, /, 2, /, 0, 1, 3, /
> O=C1N/C(=C/c2ccc(N3CCOCC3)cc2)C(=O)N1Cc1ccc(F)cc1
 : 3, /, 7, /, 3, -2, -3, /
> CC1(C)CC(=O)C=C(c2ccc(COC(=O)c3ccc(-c4ccccc4)cc3)cc2)C1=O
 : -2, -13, 0, 3, 7, -5, 1, 0.0
> Cc1ccc(Sc2ncccc2[N+](=O)[O-])cc1
 : 0, -11, /, 5, -1, 5, 2, 0.6
> COCCNC(=O)CN(c1cc(C(F)(F)F)ccc1Cl)S(C)(=O)=O
 : 4, /, -4, /, 1, 3, 25, /
> Cc1c(Br)c(C(F)(F)F)nn1CC(=O)NCCN1CCOCC1
 : 7, /, -5, /, 1, 5, -3, /
> COc1ccc(N2Cc3cccc(C(=O)N4CCOCC4)c3C2=O)cc1
 : -6, /, 3, /, -6, 1, 7, /
> Cc1ccc(S(=O)(=O)N(C)C2(C)CCS(=O)(=O)C2)cc1 (stereo not drawn)
 : 10, /, -7, /, -2, -1, -14, /
> COc1ccc([C@H]2CC(=O)C=C(c3cccc(C#N)c3)C2)cc1
 : -9, -21, -7, 0, 0, 1, /, -0.1
> CCCOc1ccc(C(=O)NNC(=S)NC(=O)c2cccs2)cc1
 : -5, -10, 6, -1, 7, -2, /, 1.5
> c1ccc(Cn2nnnc2CN2CCOCC2)cc1
 : -7, /, 2, /, -1, 0, 8, /
> FC(F)(F)c1ccc(Cl)c(NC2=NCCCCC2)c1
 : -2, -10, 2, -4, 2, 3, -13, 0.0
> N#Cc1ccccc1S(=O)(=O)N1CCN(Cc2cccs2)CC1
 : 16, -37, -2, -2, -1, 4, /, 2.2
> O=C(c1ccccc1)N1CCN(C(=O)C23CC4CC(CC(C4)C2)C3)CC1
 : -1, -3, 7, -3, 0, 2, 8, /
> CCOC(=O)c1sc(=NC(=O)/C=C/c2cccs2)n(C)c1C
 : /, -26, /, -3, /, /, 0, 10
> O=C(Nc1ccccc1N1CCCCC1)c1ccc([N+](=O)[O-])o1
 : -1, 0, -2, 5, /, -2, -18, /
> C[C@H](CO)N1C[C@H](C)[C@@H](CN(C)C(=O)c2cnccn2)Oc2cc(Br)ccc2S1(=O)=O
 : -3&-4, 4&-3, -4&6[16.7 µM], 2&0, -1&49, 0&5, -5&13, 0.4
> C[C@H](CO)N1C[C@H](C)[C@H](CN(C)C(=O)NC2CCCCC2)OCCCC[C@H](C)Oc2ccc(NC(=O)NC3CCCCC3)cc2C1=O
 : 6, -13, -7[16.7 µM], 1, -12, 0, -5, -0.2
> Cc1onc(-c2c(F)cccc2Cl)c1C(=O)NCCc1ccc(S(N)(=O)=O)cc1
 : 1, -13, -6, -2, 3, -3, 4, /
> COc1cc(Cn2c3ccc(NC(=O)CC(C)c4ccccc4)cc3c(=O)n2C)ccc1F (stereo not drawn)
 : 8, -62, 9, -3, -1, -3, 4, -0.2
> Cc1cc(Cl)c(S(N)(=O)=O)cc1OCC(N)=O
 : 8, /, -1, /, -2, 2, 14, /
> COc1cccc(CNC(=O)CN2C(=O)NC(c3ccccc3)(c3ccccc3)C2=O)c1
 : -2, -16, -4, -3, /, -3, -2, /
> O=C(NC1CCCC1)C(NS(=O)(=O)c1cccc2nsnc12)c1ccccc1 (stereo not drawn)
 : 2, /, 10, /, -2, 4, -12, /
> CC(=O)c1c(C)[nH]c(C(=O)NCc2cccs2)c1C
 : 0, /, 36, /, -1, 4, -2, /
> CCn1c(=O)c(C(=O)NCCc2ccc(Cl)cc2)c(O)c2ccccc21
 : 1, 3, -8, 1, 0, -4, 8, /
> COc1ccc(C)cc1N(C(=O)c1ccccc1F)c1nc2ccccc2s1
 : -1, /, -1, /, -3, 3, 6, /
> C[C@H](CO)N1C[C@H](C)[C@H](CN(C)C(=O)Nc2cc(F)ccc2F)Oc2cc(/C=C/c3ccccc3)ccc2S1(=O)=O
 : 3, 0, -9[16.7 µM], 1, -1, -3, -7, -0.2
> CCCCOC(=O)c1ccc(NC(=O)COC(=O)CN2C(=O)NC3(CCCC3)C2=O)cc1
 : 1, -10, -11, -3, -1, 1, -12, -0.2
> CC(C)(C)NC(=O)C[C@H]1C[C@H](C(=O)N2CCOCC2)[C@@]2(C)c3[nH]c4cc(-c5ccco5)ccc4c3CCN2C1=O
 : 7, /, -3, /, -3, 0, 3, /
> Cc1ccc(CN2CCC[C@]3(N[C@H](c4ccccc4)[C@@H]4C(=O)N(C)C(=O)[C@@H]43)C2=O)cc1
 : 2, -1, -2, -14, 1, 3, /, 1.2
> C[C@H]1CN([C@@H](C)CO)C(=O)Cc2cc(NC(=O)Nc3ccc4c(c3)OCO4)ccc2O[C@@H]1CN(C)Cc1ccc(C(=O)Nc2ccccc2N)cc1
 : -2, 1, -8[16.7 µM], -1, -2, 1, -8, 0.3
> C=CCn1c(CNC(=O)c2ccco2)nnc1SCC(=O)c1ccc(OC)cc1
 : 1, -17, -4, -3, -2, 3, 5, /
> Cc1cc(C)cc(CC(=O)N2CCC2(C)C(=O)NS(=O)(=O)c2ccccc2)c1 (stereo not drawn)
 : -4, -7, 4, 1, 0, -4, 8, 2.4
> Nc1[nH]n(-c2ccccc2)c(=O)c1N=Nc1ccc2c(c1)OCO2
 : -6, -3, -3, -6, 2, 1, -2, 1.2
> CCC(=O)NC(c1cc(Cl)c2ccccc2c1O)C1CC1 (stereo not drawn)
 : -7, 3, /, /, 1, 0, /, 0.2
> COc1cc2c(cc1OC)CN(C(=O)CSc1ccccc1C)CC2
 : 4, -56, -4, 0, 0, 2, 7, /
> COc1cc(CNc2ccc(N3CCOCC3)cc2)ccc1OCC(=O)NC(C)(C)C
 : -6, -12, -1, -2, -3, 0, -9, 0.1
> COc1cc(C(=O)Nc2cc(-c3cn4cccnc4n3)ccc2C)cc(OC)c1OC
 : -8, -10, 4, -8, 1, 1, 1, -0.2
> Cc1ccc(SCc2noc(C(=O)NCC3CCCO3)c2C(=O)O)cc1C (stereo not drawn)
 : 2, -4, 4, 0, 4, -3, 7, -0.1
> C[C@@H]1CN([C@H](C)CO)C(=O)CCCn2nncc2CO[C@@H]1CN(C)S(=O)(=O)c1ccc2c(c1)OCCCO2
 : 2&13, -15&-3, -7, -4, 0&-3, 4&7, -5&5, /
> COc1ccc2c3c(n(C)c2c1)[C@@H](CO)N(C(=O)CN(C)C)CC31CCN(C(=O)CN(C)C)CC1
 : /, 22, /, -4, /, /, 6, 0.0
> C=CCNC(=O)[C@@H]1[C@H]2C(=O)O[C@H](c3ccccc3)[C@H](c3ccccc3)N2[C@H](c2ccccc2OCCO)[C@@]12C(=O)Nc1ccc(C#Cc3ccc(OC)cc3)cc12
 : -6, -15, /, -4, -4, 0, 11, /
> O=C(CC1CC1)N1CC(=O)N2[C@H](C1)[C@H](c1ccc(-c3cccnc3)cc1)[C@@H]2CO
 : /, 2, /, 3, /, /, 10, 0.5
> Cc1ccc(CN2C(=O)COc3cc(NS(C)(=O)=O)ccc32)cc1
 : 1, -18, -5, 3, 0, 1, -20, /
> CC(Sc1nccn1C)C(=O)Nc1ccc(Cl)cn1 (stereo not drawn)
 : -2, -4, -5, 1, 0, 0, 4, 1.7
> O=C(Nc1nccs1)c1ccc(-c2ccc(F)c(Cl)c2)o1
 : -8, -15, 1, 1, 0, -4, 2, /
> O=C(O)Cn1c(SCCOc2ccc(Cl)cc2)nc2ccccc21
 : -10, -17, -1, 3, -2, -4, -9, 0.6
> Cc1ccc2nc(-c3ccccc3)cc(C(=O)O)c2c1
 : 0, /, 6, /, -2, -3, /, /
> COCC(=O)N(C[C@H]1N[C@H](CO)[C@@H]1c1ccc(-c2ccccc2)cc1)C(C)C
 : 0, 1, -14[16.7 µM], -1, -9, -1, -28, 0.0
> COC(=O)c1cc(S(=O)(=O)NCc2cccc(Br)c2)c[nH]1
 : -6, -8, 15, 1, 2, 3, 2, /
> S=c1[nH]nc(COc2ccccc2)n1/N=C/c1ccc(Cl)cc1
 : -11, -5, 3, 2, 4, -4, 6, 0.1
> CC(=O)N1CCc2cc(S(=O)(=O)NC3CCCCC3)ccc21
 : -5, -13, 80, -3, 13, 4, /, 0.1
> CCOC(=O)c1cc(C(=O)OCC)c(=O)[nH]c1SCc1ccccc1
 : -4, -9, 6, 0, -1, 14, -4, /
> CC1(C)CC(=O)C2=C(C1)Oc1ncn(CCCO)c(=N)c1C2c1ccccc1 (stereo not drawn)
 : 9, -3, -7, 0, 2, -9, 3, /
> CCOC(=O)C1=C(C)N=C2SCCC(=O)N2C1c1ccc(C(=O)OC)cc1 (stereo not drawn)
 : -5, /, 4, /, 3, 2, -11, /
> CC(C)CC#Cc1cnc2c(c1)C(=O)N([C@@H](C)CO)C[C@H](C)[C@@H](CN(C)Cc1ccc3c(c1)OCO3)O2
 : -10, 21, -3[16.7 µM], 0, -1, -4, -20, 0.3
> CC(C)Cc1nnc(NC(=O)CN2C(=O)NC3(CCCCC3)C2=O)s1
 : 1, -5, /, 3, 6, -2, /, -0.4
> O=C1N[C@@H](Cc2ccccc2)C(=O)N2[C@H]1C[C@]1([C@]34C[C@H]5C(=O)N[C@@H](Cc6ccccc6)C(=O)N5[C@H]3N(S(=O)(=O)c3ccccc3)c3ccccc34)c3ccccc3N(S(=O)(=O)c3ccccc3)[C@H]21
 : -4, 3, -6, -1, 1, 3, 4, /
> CCS(=O)(=O)N1CCC(C(=O)NCCCN2CCN(c3ccccc3F)CC2)CC1
 : 10, /, -3, /, -1, -1, 6, /
> COc1ccc(Nc2cc(Cl)nc(N)n2)cc1
 : /, -19, -7, 11, /, /, 6, /

New compounds follow.
Every second line gives: RAD54 inh, RAD52 anneal inh, miR122 inh, ERAP1 HTS inh, Cneo AK release, PglD DTNB, PGC1a acetyl inh, E-selectin induc
> C[C@H]1CN([C@@H](C)CO)C(=O)c2cc(Br)cnc2O[C@@H]1CN(C)Cc1ccc2c(c1)OCO2
 : -3, 1, -4[16.7 µM], 0, -6, 0, -11, 0.0
> C[C@@H]1CN([C@@H](C)CO)C(=O)c2cc(NC(=O)Nc3ccccc3)ccc2O[C@H]1CN(C)Cc1ccncc1
 : 0, -3, 2[16.7 µM], -1, 60, 3, 8, 1.4
> COc1ccc([C@@H]2CC=C(C(=O)O)[C@H](c3ccc(F)cc3)N2S(=O)(=O)c2ccccc2C)cc1
 : 4, 2, /, 2, -1, -3, /, -0.1
> CCN(Cc1ccncc1)C(=O)c1cccc(S(=O)(=O)N2CCCCC2)c1
 : -1, -12, -1, 0, 0, 0, 11, -1.1
> Cc1ccc(-n2c(Cc3cccn3C)nnc2SCC(=O)Nc2nnc(C)s2)cc1
 : -8, /, 0, /, 4, 6, 3, /
> COC(=O)CN1CC(=O)N(c2ccccc2)C1=S
 : 9, -2, /, 4, -2, -3, /, 0.2
> CCN1C(=O)[C@H]2[C@@H](c3ccc(OC)cc3)N3C(=O)CN(CCOC)C(=O)[C@@]3(C)[C@H]2C1=O
 : -1, -8, /, 3, 1, 2, /, -0.1
> COC(=O)CNC(=O)CCc1nnc(C2(c3ccc(Cl)cc3)CCC2)o1
 : /, 0, 1, /, /, /, 2, -0.3
> O=C(CSc1nnc(-c2ccco2)c(-c2ccco2)n1)c1ccccc1
 : 0, -16, 2, 0, -2, -6, -2, /
> O=S(=O)(Nn1cnnc1)c1ccccc1
 : -4, -14, /, 5, 7, -8, /, /
> C[C@H]1CN([C@@H](C)CO)C(=O)c2ccccc2-c2ccccc2CO[C@H]1CN(C)Cc1ccncc1
 : -2, 12, /, 0, -1, 4, -11, -0.5
> Cc1cc(=O)oc2c(CN3CCN(C)CC3)c(O)c(Cl)cc12
 : 3, -17, /, 86*, 5, 1, /, /

High-throughput results as filed in PubChem BioAssay.

Not a hit list; overall some 1.4% were active at least once.
